Source: PubChem BioAssay (several laboratories)
HTR1E agonist: 5-HT1E (human) receptor agonism; CHO 5-HT1E Ga15 NFAT-bla reporter, FRET; 0% DMSO wells, 100% control agonist wells; activation, % at 6 µM; actives 0.69% (n = 65,000);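 active = activation above a set limit, the screen-wide mean activation plus 3 SD, cut at about 8.5% in these data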;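 note: 100% = positive control agonist at 1 µM giving full maximal response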
Target sequence (P28566 whole entry, looked up): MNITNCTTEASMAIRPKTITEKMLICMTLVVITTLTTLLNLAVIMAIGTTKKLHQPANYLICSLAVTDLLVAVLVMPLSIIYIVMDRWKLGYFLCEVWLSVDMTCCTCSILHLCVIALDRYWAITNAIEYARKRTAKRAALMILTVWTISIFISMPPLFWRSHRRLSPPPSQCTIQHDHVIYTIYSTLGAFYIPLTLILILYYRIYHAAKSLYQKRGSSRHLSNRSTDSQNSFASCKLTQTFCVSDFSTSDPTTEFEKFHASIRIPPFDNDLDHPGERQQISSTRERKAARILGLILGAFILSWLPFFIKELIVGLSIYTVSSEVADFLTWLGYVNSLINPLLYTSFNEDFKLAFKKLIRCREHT
M1 agonist: M1 muscarinic receptor agonism; CHO-M1 cells, Fluo-4 calcium fluorescence, agonist mode; active compounds read high; B-score at 10 µM; actives 3% (n = 64,000);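 active = fluorescence rise, raw or as B-score row- and column-corrected plate score, outside the 99.7% band of its plate's samples, either direction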
5HT1E antag: 5-HT1E (human) receptor antagonism | CHO 5-HT1E Ga15 NFAT-bla reporter, FRET, antagonist | P28566 | inhibition, % at 6 µM | actives 0.99% (n = 65,000);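 active = inhibition above a set limit, the mean inhibition across every tested compound plus 3 SD, cut at about 29% in these data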;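 note: signal is the 460 over 535 nm emission ratio of beta-lactamase substrate; 0% = agonist plus DMSO wells and 100% = wells without agonist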
M1 antag: blocks the rat M1 muscarinic receptor response to acetylcholine. actives 3.4% (n = 64,000). CHO-M1 cells, Fluo-4 calcium, ACh EC80 antagonist mode; active compounds read low. B-score at 10 µM. P08482. AID 628;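 active = calcium fluorescence response, raw or row-and-column corrected B-score, differing from the plate sample mean either way at a set confidence level, mostly lower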
Target sequence (P08482 whole entry, looked up): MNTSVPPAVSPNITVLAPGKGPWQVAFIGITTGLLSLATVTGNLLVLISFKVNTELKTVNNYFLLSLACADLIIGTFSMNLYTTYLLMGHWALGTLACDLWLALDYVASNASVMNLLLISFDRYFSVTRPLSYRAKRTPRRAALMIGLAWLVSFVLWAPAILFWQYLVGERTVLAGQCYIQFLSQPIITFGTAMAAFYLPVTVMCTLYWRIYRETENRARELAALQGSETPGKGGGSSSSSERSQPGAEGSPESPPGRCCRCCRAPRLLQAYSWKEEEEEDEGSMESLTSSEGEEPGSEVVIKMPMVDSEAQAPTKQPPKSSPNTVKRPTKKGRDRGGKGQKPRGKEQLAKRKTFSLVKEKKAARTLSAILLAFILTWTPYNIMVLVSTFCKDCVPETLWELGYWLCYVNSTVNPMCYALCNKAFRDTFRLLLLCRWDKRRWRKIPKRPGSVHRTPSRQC
5HT1a antag: blocks the human serotonin 5-HT1a receptor; CHO 5-HT1a Ga15 NFAT-bla reporter, antagonist mode; inhibition, % at 10 µM; actives 0.68% (n = 62,000);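 active = inhibition above the mean of all tested compounds plus 3 SD, cut at about 43% in these data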;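 note: receptor stimulated by 5-CT agonist at 100 nM near EC80; beta-lactamase reporter measured by ratiometric fluorescence of a cleavable substrate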
HTR1A agonist: agonists of human 5-HT1a serotonin receptor; AID 567; activation, % at 10 µM; actives 0.56% (n = 65,000); CHO 5-HT1a Ga15 NFAT-bla reporter, FRET ratio; 0% basal, 100% maximal reference agonist;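 active = activation above the screen-wide mean activation plus 3 SD, cut at about 19% in these data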;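 note: 0% = DMSO wells and 100% = 5-CT at EC100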
S1P3 agonist: S1P3 (human) receptor agonism | actives 0.1% (n = 60,000) | Q99500 | AID 373 | S1P3 NFAT-BLA reporter cells, FRET ratio; relative to 1 µM S1P, basal subtracted | activation, % at 4.5 µM;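 active = activation above the screen-wide mean plus 3 SD, cut at about 4.5% in these data, passing the limit was not always enough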; note: some compounds called inactive have numbers as strong as hits
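Assay system: stable CHO line with human S1P3, Gα16, NFAT-BLA reporter; Detection: FRET β-lactamase substrate fluorescence, excitation 405 nm, 460/535 nm emission ratio, background-subtracted; Read-out: percent activation versus median 1 µM S1P response, basal-subtracted, per plate; Incubation: cells plated overnight, compound 4 h 37 °C, substrate 2 h RT.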
Jurkat tox 60K: cytotoxic compounds reducing Jurkat cell viability. Jurkat E6.1 viability, ATP luminescence, 48 h. inhibition, % at 4 µM. actives 1.2% (n = 56,000);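 active = inhibition above the mean inhibition of all tested compounds plus 3 SD, cut at about 28% in these data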
S1P1 ag-PAM: activates or potentiates agonism at human S1P1 receptor; P21453; S1P1 CRE-bla cells, forskolin, beta-lactamase FRET, potentiator mode; S1P1 agonist co-added at EC20, 2 nM; 100% = saturating reference agonist, 0% = basal; activation, % at 9.5 µM; actives 0.57% (n = 56,000);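 active = activation above a cutoff set at the mean activation of all tested compounds plus 3 SD, cut at about 54% in these data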;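 note: forskolin at 4 µM as EC80 and the EC20 agonist is SEW2871; 100% = SEW2871 at its EC100 plus forskolin at EC80; some compounds past the cut are filed as inactive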
* hit, by the source's call; . = not tested or not shown.

entry	compound	5HT1E antag	Jurkat tox 60K	M1 agonist	5HT1a antag	HTR1E agonist	M1 antag	S1P3 agonist	HTR1A agonist	S1P1 ag-PAM
1	O=C(O)c1cccc(NC(=O)c2cccc(NC(=O)C3CCCO3)c2)c1 (configuration not stated)	0	-9	-0.068	-1	0.5	-2	0.5	-2.1	-8
2	CCC(=O)Oc1ccc(C(CC)C(CC)c2ccc(OC(=O)CC)cc2)cc1 (configuration not stated)	-3	.	-0.2	.	0.4	1.3	-0.3	-0.5	-1
3	CCCSc1nnc2n(-c3ccccc3OC)c(=O)c3c4c(sc3n12)CCC4	6	.	1	.	0.1	-1.1	0.6	-0.3	-5
4	Cn1c(-c2ccc3nc(N)sc3c2)nc2cc(N)ccc21	5	.	0.094	2	-0.1	-0.093	.	1.4	.
5	O=c1c2ccccc2c2ccccc2c(=O)n1CC1CCCO1 (configuration not stated)	35*	1	0.57	-6	0.2	1.3	-1.4	-2.7	-4
6	COc1ccccc1C(=O)N(Cc1cccs1)C1CCS(=O)(=O)C1 (configuration not stated)	1	7	0.011	3	-0.8	-1.1	-0.6	-2.4	8
7	Cc1nnc(SCC(=O)N2CCN(Cc3ccccc3)CC2)s1	-8	-5	-0.45	-5	-0.1	-0.14	-0.2	0.2	.
8	Nc1nc2n(n1)C(c1ccccc1Cl)CC(c1ccc(F)cc1)N2 (configuration not stated)	6	3	-0.24	-7	0.0	0.31	-0.4	0.1	-6
9	CCc1ccc(N(CC(=O)NC2CCCCC2)S(=O)(=O)c2c(C)noc2C)cc1	4	0	0.64	20	1.8	-0.024	-1.3	-1.1	-17
10	COc1ccc(S(=O)(=O)N2CCCC(C(=O)NCc3ccccn3)C2)cc1 (configuration not stated)	-6	-5	0.29	-5	0.1	-0.75	0.0	-4.8	-7
11	O=C(O)COc1ccc2nsnc2c1Cl	6	4	-1	7	-0.8	-1	-0.9	-0.1	-4
12	COc1cc(C(=S)N2CCCCC2)ccc1OCC(=O)N1CCCC1	-1	-4	0.81	-6	-0.5	0.67	-0.7	1.1	-5
13	c1ccc(N2CCN(Cc3ccsc3)CC2)nc1	-10	0	.	2	6.0	.	-1.7	0.0	-9
14	O=C1c2ccccc2-c2onc3ccc(NCc4ccco4)c1c23	17	.	183*	.	-0.3	-0.005	-4.5	0.5	-23
15	CC(C)CC(c1nnnn1CC1CCCO1)N1CCN(C2CCCC2)CC1 (configuration not stated)	7	-1	-0.18	10	0.2	-0.19	-1.0	1.3	24
16	CCOc1cc(C2c3c(oc4cc(C)c(Cl)cc4c3=O)C(=O)N2Cc2ccco2)ccc1O (configuration not stated)	-8	-4	-0.53	-3	9.8*	0.64	-0.3	1.0	-8
17	CCOC(=O)c1ccc(N2C(=O)c3n[nH]c(C)c3C2c2ccccn2)cc1 (configuration not stated)	-2	-4	0.82	10	1.4	0.65	-0.4	0.2	-12
18	Cc1nc2sc(-c3ccccc3)cc2c(=O)n1-n1cccc1	-5	-3	-0.0096	2	1.3	0.5	0.8	1.8	60*
19	O=S(=O)(Nc1nccs1)c1ccc2c(c1)OCCO2	0	-6	0.54	0	-0.8	-0.25	0.7	0.6	1
20	COC(=O)c1sccc1NC(=O)c1cc(C)on1	2	6	0.065	14	-0.1	0.055	-0.3	-4.5	-34
21	Cn1c(=O)c2c(nc(Br)n2C)n(C)c1=O	-9	5	-0.019	-16	1.3	0.69	-0.6	-3.1	5
22	COc1ccc(-c2noc(CCC(=O)NCCCN3CCC(C)CC3)n2)cc1	-6	.	-0.15	-10	0.0	-0.18	.	1.5	.
23	Cc1ccc(S(=O)(=O)N2CCCC2C(=O)NC2CCCCC2)cc1 (configuration not stated)	-4	-7	-0.1	-4	-0.1	-0.37	1.2	2.6	-3
24	CCC1Oc2ccccc2N(CC(=O)Nc2ccc(OC)cc2OC)C1=O (configuration not stated)	-2	.	-0.051	5	-0.9	0.8	.	-3.2	.
25	COC(=O)C1(CCSC)NC(c2ccc(O)cc2)C2C(=O)N(c3ccc4c(c3)OCCO4)C(=O)C21 (configuration not stated)	10	-7	-0.018	4	-1.0	0.12	-0.2	0.7	7
26	COc1ccc(CN2CCN(C(=O)CC(C)C)CC2)cc1OC	2	0	-0.41	3	-0.5	0.85	-1.0	-3.5	-6
27	O=C(Nc1ccccc1N1CCCCC1)c1ccc2nccnc2c1	9	11	0.79	-5	0.0	-0.17	-0.6	-1.6	-47
28	Cc1ccc2ncccc2c1NS(=O)(=O)c1ccccc1	-10	.	-0.094	0	-0.3	1	.	-2.5	.
29	CC1(C)Cc2ccccc2-c2c1c(=O)n(-c1ccccc1)c1nnnn21	11	.	1.3	.	-0.8	0.14	-3.6	-1.4	-7
30	N#CC1=C(N)C(C#N)(C#N)[C@H](c2ccncc2)[C@H]2CC3(CC=C12)OCCO3	-3	5	-0.56	-9	1.6	0.31	0.5	-1.8	6

One compound at a time, from the list above. Order of screens: 5HT1E antag	Jurkat tox 60K	M1 agonist	5HT1a antag	HTR1E agonist	M1 antag	S1P3 agonist	HTR1A agonist	S1P1 ag-PAM
`Cc1nnc(SCC(=O)N2CCN(Cc3ccccc3)CC2)s1` is listed as -8	-5	-0.45	-5	-0.1	-0.14	-0.2	0.2	.
`COC(=O)C1(CCSC)NC(c2ccc(O)cc2)C2C(=O)N(c3ccc4c(c3)OCCO4)C(=O)C21` (configuration not stated) is listed as 10	-7	-0.018	4	-1.0	0.12	-0.2	0.7	7
`O=c1c2ccccc2c2ccccc2c(=O)n1CC1CCCO1` (configuration not stated) is listed as 35*	1	0.57	-6	0.2	1.3	-1.4	-2.7	-4

Additional structures.
entry	compound	5HT1E antag	Jurkat tox 60K	M1 agonist	5HT1a antag	HTR1E agonist	M1 antag	S1P3 agonist	HTR1A agonist	S1P1 ag-PAM
31	CS(=O)(=O)N(CC(=O)NCc1ccccn1)Cc1ccc(Cl)cc1	-2	4	1	6	-0.1	0.072	-0.6	0.1	-13
32	O=C(Nc1nnc(-c2ccc(Cl)s2)o1)C1CCCCC1	-3	-5	-0.68	-9	1.6	-0.11	-0.4	1.2	-12
33	O=C(O)c1cccc(-n2cccc2/C=N/O)c1	14	7	0.032	-6	-0.8	0.32	-0.7	-0.9	3
34	CC(C)C(NC(=O)C1CCCCC1)C(=O)N1CCN(c2ccc(F)cc2)CC1 (configuration not stated)	-7	-4	0.07	5	-0.5	-0.4	-0.2	-0.6	12
35	Cc1cc(NC(=O)c2cc3ccccc3o2)cc(C)c1OCC(=O)N1CCOCC1	0	-2	2.1	5	-0.7	-1.4	-0.5	-1.1	.
36	CC(C)Oc1ccc(C(CC(=O)O)NC(=O)CSc2ncn[nH]2)cc1 (configuration not stated)	4	4	-0.25	-10	0.4	-0.23	0.9	-4.2	2
37	COCCN1CCN(c2c(C)c(C)nc3cc(-c4cccc(OC)c4)nn23)CC1	2	.	-0.18	3	0.3	-0.59	.	0.5	.
38	COCCCN(Cc1ccccn1)S(=O)(=O)Cc1ccccc1	-14	7	0.037	-9	1.4	1.8	-1.1	0.6	-5
39	CCOC(=O)N1CCN(C(=O)c2ccccc2NC(=O)COc2ccccc2C)CC1	-12	-4	1.1	-2	1.8	0.16	0.6	-0.1	-13
40	COc1ccc(S(=O)(=O)N2CCCCC2C(=O)O)cc1OC (configuration not stated)	0	.	0.38	6	1.1	-0.71	.	-0.5	.
41	O=C(c1cc(-c2ccncc2)nc2ccccc12)N1CCN(c2ccc(N3CCOCC3)nn2)CC1	-1	.	4.8*	-10	0.6	0.35	.	2.1	.
42	CC1CC(C)CN(CCCNC(=O)C2CCN(S(=O)(=O)N3CCCCC3)CC2)C1 (configuration not stated)	-3	-2	-0.066	-2	-0.7	-0.64	-1.5	-2.7	6
43	CCOC(=O)N1CCN(S(=O)(=O)c2ccc3c(c2)SCC(=O)N3)CC1	1	14	-0.29	10	0.2	-1.3	-0.9	-0.6	-4
44	O=C(NCCCN1CCN(c2ccc(F)cc2)CC1)c1cccc(N2CCCC2=O)c1	13	5	-0.69	71*	0.1	0.83	-1.1	-2.2	12
45	CCOCCCn1c(SCC(=O)NC(C)C)nc2ccccc2c1=O	-2	3	-0.37	-3	-1.3	0.36	0.8	-0.8	9
46	COc1ccc(C2NC(=O)NC(O)(C(F)(F)F)C2C(=O)c2ccc(F)cc2)cc1 (configuration not stated)	-17	.	-1.4	.	-0.2	-1.2	1.1	-2.1	-17
47	CCCCOC(=O)C1[C@H]2C(=O)N(c3ccccc3CC)C[C@]23C=C[C@H]1O3 (some centres not stated)	1	-4	0.29	-4	-0.6	0.48	0.1	1.1	-8
48	O=C(Cn1cc2c(n1)CCCC2)NCc1ccccn1	2	-1	0.95	3	0.0	-0.041	-0.8	-3.8	-22
49	CCOc1ccc(C2C=C(c3ccc(C)cc3)Nc3ncnn32)cc1 (configuration not stated)	26	-2	5.5*	18	0.5	-0.86	-1.0	-3.2	13
50	Cc1cc(=O)oc(C)c1C(=O)NCCN1CCOCC1	3	.	0.6	.	1.0	-1.4	-4.5	1.6	1
51	O=C(NCc1ccco1)c1cccc2c1C(=O)N(C1CCCCC1)C2	30*	3	.	14	0.7	.	-1.5	1.8	-2
52	O=C(/C=C\Nc1ccccn1)c1ccccc1	0	-1	0.069	-1	0.1	-0.49	0.1	0.2	-11
53	COc1ccccc1N1CCN(C(=O)CN(c2cc(C)cc(C)c2)S(C)(=O)=O)CC1	-6	6	1.9	2	1.5	0.1	-2.0	0.4	16
54	COc1cc(C)nc(N(C)S(=O)(=O)c2ccccc2Cl)n1	9	.	1.3	.	-1.1	0.29	-2.2	-0.3	7
55	Cc1ccc(CCNC(=O)CN2C(=O)COc3ccccc32)cc1	-5	3	-0.75	0	0.5	-0.011	-0.5	-2.3	6
56	O=C(c1ccccc1)c1ccc(OCC(O)CN2CCOCC2)cc1 (configuration not stated)	-14	2	0.48	2	0.0	-0.054	-0.7	6.5	.
57	CCN(CC)S(=O)(=O)c1ccc2oc(C(=O)Nc3ccc(OC)cc3OC)c(C)c2c1	-13	-9	-0.1	7	2.8	-0.14	-0.1	0.1	1
58	Fc1ccc(C2=Nn3c(Cc4ccccc4)nnc3SC2)cc1	15	-3	-0.28	6	0.1	-0.015	-0.7	-1.8	1
59	COc1ccc(C2C(C(=O)Nc3ccccc3OC)=C(C)Nc3nnnn32)c(OC)c1 (configuration not stated)	1	-4	-0.4	0	0.1	-0.0079	-1.1	-1.8	-15
60	O=C1NCC(COCC2CC=CCC2)O1 (configuration not stated)	-10	.	-0.00061	.	-0.7	0.71	-2.5	0.6	-11
61	O=C(O)c1ccc(CSc2nnc(COc3ccc(Cl)cc3Cl)o2)cc1	-7	6	1.2	4	-0.7	0.18	-0.7	-1.2	-8
62	O=C(Cn1c(=O)oc2cc(S(=O)(=O)N3CCc4ccccc43)ccc21)NC1CCCC1	10	7	0.06	6	0.1	-4.3*	0.0	-4.4	18
63	COc1cccc(C(=O)Nc2cccc(SC)c2)c1	11	-6	-0.02	7	-0.5	-0.51	0.1	-2.3	-11
64	CC1(O)CC(=O)N(c2ccccc2)O1 (configuration not stated)	-8	-1	0.042	23	0.0	-1.1	-0.2	-2.6	-1
65	Cc1ccc2c(c1)N(CC(=O)N1CCCCC1c1cccnc1)C(=O)CO2 (configuration not stated)	5	-7	0.25	1	0.8	-0.65	0.5	0.1	-3
66	Nc1c(C(=O)N2CCCCC2)sc(=S)n1-c1ccccc1	2	-1	-0.0073	-5	-1.3	-0.22	-0.6	-0.7	-9
